Screens deposited in PubChem by several laboratories.
MITF TRPM1 HTS: increases MITF-driven TRPM1 promoter luciferase signal; 0.75% of 300,000 active; SK-MEL-5 TRPM1-promoter luciferase, 24 h; % of positive control, neutral wells = 0; activation, % at 12.5 µM; AID 588334;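 active means mean activation of at least 80% with every replicate also reaching 80%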;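 further: 0% = neutral control wells and 100% = parthenolide positive control wells; values of inactives mirror those of a sister screen read the other way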
AddAB inh: less growth of phage-infected E. coli with AddAB; E. coli expressing H. pylori AddAB, absorbance growth; 0.29% of 330,000 active; inhibition, % at 11.9 µM; in the data active means inhibition above about 12%;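 further: 0% = vehicle wells of infected cells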
CAL PDZ FP-1: CAL PDZ (human) peptide binding inhibition. purified CAL PDZ, TMR-peptide fluorescence polarization, 1 h. AID 602252. 0.92% of 300,000 active. inhibition, % at 24.9 µM;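 active means mean inhibition of at least 30% with at least half of replicates also reaching 30%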;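 further: 0% = DMSO neutral control and 100% = excess unlabeled competitor peptide PRC23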
CAL PDZ FP-2: human CAL PDZ-peptide interaction inhibition. Q9HD26. purified CAL PDZ, TMR-peptide fluorescence polarization, 1 h. inhibition, % at 20 µM. 0.02% of 330,000 active. AID 504414;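 active means highest replicate inhibition of at least 40%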;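 further: plate controls were DMSO neutral control wells for no effect and unlabeled competitor peptide control wells for full effect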
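System: tagged CAL PDZ domain. Schedule: 1 h room-temperature incubation prior to read. Signal: fluorescence polarization (mP). Measure: percent inhibition from loss of millipolarization.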
phage Ecoli inh: E. coli growth loss with phage present. inhibition, % at 11.9 µM. growth absorbance. AID 651602. 0.26% of 360,000 active; in the data active means inhibition above about 11%
Tat transport: blocks Tat-dependent protein export in E. coli | E. coli MC4100 TorA-mCherry Tat export, fluorescence | 0.036% of 340,000 active | inhibition, % at 10 µM;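 active means mean replicate inhibition at least 50% and at least half of replicates individually reaching 50%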;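 further: exported cargo escapes ClpAP degradation while cytoplasmic cargo is degraded and loses fluorescence; 0% = median of neutral control wells and 100% = median of NaSCN control wells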
Wnt bcat act: Wnt/beta-catenin pathway activation | Wnt/beta-catenin reporter cell assay, activator, plate reader | activation, % at 9.35 µM | 1.2% of 300,000 active | AID 743398; in the data active means activation above about 30%, passing the limit was not always enough;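 further: 0% = neutral control wells and 100% = positive control wells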
SR-BI HDL uptake: inhibitors of mouse SR-BI mediated HDL lipid uptake. Q61009. ldlA[mSR-BI] CHO cells, DiI-HDL uptake fluorescence, 3 h. inhibition, % at 12.5 µM. 0.96% of 320,000 active;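 active means mean replicate inhibition of at least 70% and a set share of replicates each scoring 70 or more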;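 further: 0% = median of neutral control wells and 100% = median of positive control wells; values of inactives mirror those of a sister screen read the other way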
Target sequence (Q61009 whole entry, looked up): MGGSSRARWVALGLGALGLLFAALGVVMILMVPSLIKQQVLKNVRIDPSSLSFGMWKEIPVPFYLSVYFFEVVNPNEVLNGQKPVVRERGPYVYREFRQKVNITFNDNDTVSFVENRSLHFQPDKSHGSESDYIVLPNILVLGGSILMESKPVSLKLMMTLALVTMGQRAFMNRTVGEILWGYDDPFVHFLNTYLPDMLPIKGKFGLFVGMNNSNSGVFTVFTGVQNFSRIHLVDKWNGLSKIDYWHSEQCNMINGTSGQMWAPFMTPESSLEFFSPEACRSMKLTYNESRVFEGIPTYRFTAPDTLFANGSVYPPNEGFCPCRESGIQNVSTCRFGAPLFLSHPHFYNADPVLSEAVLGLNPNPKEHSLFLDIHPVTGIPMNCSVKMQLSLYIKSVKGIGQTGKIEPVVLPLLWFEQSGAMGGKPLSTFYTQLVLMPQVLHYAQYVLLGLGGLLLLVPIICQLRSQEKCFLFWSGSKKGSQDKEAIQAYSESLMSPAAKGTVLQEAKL
E coli growth: counter-screen for AddAB inhibitors: E. coli growth inhibition. 0.27% of 330,000 active. AID 449728. E. coli V3065 growth, OD600 absorbance, 18 h. inhibition, % at 11.9 µM;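 active means inhibition above the campaign's mean inhibition across all tested compounds plus 3 SD, cut at about 9.9% in these data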;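 further: uninfected addAB+ strain grown without phage in ampicillin broth; 0% = DMSO wells and 100% = ciprofloxacin 0.95 µg/ml wells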
SR-BI DiI-HDL act: activators of SR-BI mediated HDL lipid uptake. activation, % at 12.5 µM. 0.096% of 320,000 active. CHO ldlA[mSR-BI] cells, DiI-HDL uptake fluorescence, 3 h; 100 = double the neutral-control signal. AID 504775;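 active means mean replicate activation of at least 60% and every replicate at or above 60%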;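 further: 0% = median plate neutral-control signal and 100% = twice that signal; values of inactives mirror those of a sister screen read the other way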
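Material: SR-BI-overexpressing, LDLR-lacking CHO cells; schedule: compound exposure 3 h, 37 °C; reagent: DiI-labelled HDL at 10 µg/mL final; technique: bottom-read fluorescence, 550/595 nm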
An asterisk follows results filed as active.

For O=C(CN1CCN(S(=O)(=O)c2ccccc2)CC1)Nc1ccccc1Cl the results were MITF TRPM1 HTS 26, AddAB inh 2.9, CAL PDZ FP-1 -3, CAL PDZ FP-2 -2.4, phage Ecoli inh -0.3, Tat transport -9, Wnt bcat act -1, SR-BI HDL uptake -7, E coli growth -1.6 and SR-BI DiI-HDL act 7.
`CCn1c(C)nnc1SCC(=O)Nc1nccs1` gave MITF TRPM1 HTS -4, AddAB inh -1.1, CAL PDZ FP-2 0.2, phage Ecoli inh 1.8, Tat transport -1, Wnt bcat act 0 and E coli growth -0.1.
Cc1ccc(CNC(=O)CCS(=O)(=O)c2cc(Br)cc3c2N(C(=O)C2CC2)CC3)o1 was read as MITF TRPM1 HTS -15, AddAB inh 1.2, CAL PDZ FP-1 3, CAL PDZ FP-2 -1.6, phage Ecoli inh 0.6, Tat transport -5, Wnt bcat act 0, SR-BI HDL uptake 8, E coli growth 1.1 and SR-BI DiI-HDL act -8.
For COc1ccc(C)cc1-n1c(SCC(=O)Nc2cc(C)on2)nc2sc(C)c(C)c2c1=O the results were MITF TRPM1 HTS -20, AddAB inh -0.2, CAL PDZ FP-1 81*, phage Ecoli inh 1.1, Tat transport 8, Wnt bcat act -5, SR-BI HDL uptake -8, E coli growth 1.1 and SR-BI DiI-HDL act 8.
For O=C(c1ccccc1Br)N1CCC(c2nc3ccccc3s2)CC1 the results were MITF TRPM1 HTS -2, AddAB inh 1.9, CAL PDZ FP-1 2, CAL PDZ FP-2 0.1, phage Ecoli inh 4.4, Tat transport 1, Wnt bcat act -1, SR-BI HDL uptake 0, E coli growth -0.2 and SR-BI DiI-HDL act 0.
`COc1ccc(/C=N/NC(=O)c2cc(-c3cccn3C)n[nH]2)cc1OC` gave MITF TRPM1 HTS 22, AddAB inh 1.5, CAL PDZ FP-1 -4, CAL PDZ FP-2 -2.7, phage Ecoli inh 2.0, Tat transport -14, SR-BI HDL uptake 13, E coli growth 0.7 and SR-BI DiI-HDL act -13.
For COc1ccccc1N(CC(=O)N/N=C/c1ccccc1C(=O)O)S(C)(=O)=O the results were MITF TRPM1 HTS 4, AddAB inh 1.7, CAL PDZ FP-1 -1, CAL PDZ FP-2 -0.2, phage Ecoli inh 0.9, Tat transport -2, Wnt bcat act -3 and E coli growth -0.1.
`CCC(c1nnnn1Cc1ccccc1)N(Cc1cc2cc(OC)ccc2[nH]c1=O)CC1CCCO1` (stereo not drawn) gave MITF TRPM1 HTS 8, AddAB inh 4.7, CAL PDZ FP-1 -3, CAL PDZ FP-2 -0.6, phage Ecoli inh 0.2, Tat transport 0, SR-BI HDL uptake -1, E coli growth -1.6 and SR-BI DiI-HDL act 1.
O=S(=O)(Nc1cccc(-c2ccc3nncn3n2)c1)c1cccs1 was read as MITF TRPM1 HTS -10, AddAB inh 3.3, CAL PDZ FP-1 -2, CAL PDZ FP-2 -3.6, phage Ecoli inh 3.0, Tat transport 7, Wnt bcat act 1, SR-BI HDL uptake 5, E coli growth 0.7 and SR-BI DiI-HDL act -5.
For CCOC(=O)c1ccc(NC(=O)Cn2nnc(-c3ccc(F)cc3)n2)cc1 the results were MITF TRPM1 HTS 1, AddAB inh 2.6, CAL PDZ FP-1 -2, CAL PDZ FP-2 -1.4, phage Ecoli inh 2.2, Tat transport 2, Wnt bcat act -3, SR-BI HDL uptake -1, E coli growth -0.3 and SR-BI DiI-HDL act 1.
`CCCCN(C(=O)NC(=O)Nc1cc(C)ccc1C)S(C)(=O)=O` gave MITF TRPM1 HTS 0, AddAB inh 4.1, CAL PDZ FP-1 1, CAL PDZ FP-2 -2.2, phage Ecoli inh 0.6, Tat transport -3, Wnt bcat act -2, SR-BI HDL uptake -1, E coli growth -0.6 and SR-BI DiI-HDL act 1.
`CN(C)c1cc(O)c(C(=S)Nc2ccccc2)c(N(C)C)c1` gave AddAB inh -1.3, CAL PDZ FP-1 -2, CAL PDZ FP-2 -2.2, phage Ecoli inh -0.5, Tat transport 7, SR-BI HDL uptake 45, E coli growth 0.2 and SR-BI DiI-HDL act -45.
Cc1ccc(NS(C)(=O)=O)c(C(=O)c2ccccc2)c1 was read as AddAB inh 2.8, CAL PDZ FP-1 -3, CAL PDZ FP-2 -0.9, phage Ecoli inh 2.8, Tat transport 10, SR-BI HDL uptake 3, E coli growth 0.8 and SR-BI DiI-HDL act -3.
`CCC(C)(C)NC(=O)CN(Cc1cccs1)C(=O)CNS(=O)(=O)c1ccc(F)cc1` gave MITF TRPM1 HTS 7, AddAB inh 1.2, CAL PDZ FP-1 2, CAL PDZ FP-2 -6.9, phage Ecoli inh 1.4, Tat transport -4, Wnt bcat act -1, SR-BI HDL uptake -18, E coli growth -0.7 and SR-BI DiI-HDL act 18.
Screening COc1ccc(-n2cc(CNCc3cccnc3)c(-c3cccc(F)c3)n2)cc1 returned MITF TRPM1 HTS 8, AddAB inh -0.1, CAL PDZ FP-1 -6, CAL PDZ FP-2 -1.4, phage Ecoli inh 3.5, Tat transport -15, Wnt bcat act 1, SR-BI HDL uptake 24, E coli growth 0.4 and SR-BI DiI-HDL act -24.

4 structures already listed, ordered by count of non-hydrogen atoms, smallest number first:
For O=C(CN1CCN(S(=O)(=O)c2ccccc2)CC1)Nc1ccccc1Cl the results were MITF TRPM1 HTS 26, AddAB inh 2.9, CAL PDZ FP-1 -3, CAL PDZ FP-2 -2.4, phage Ecoli inh -0.3, Tat transport -9, Wnt bcat act -1, SR-BI HDL uptake -7, E coli growth -1.6 and SR-BI DiI-HDL act 7.
Screening COc1ccc(-n2cc(CNCc3cccnc3)c(-c3cccc(F)c3)n2)cc1 returned MITF TRPM1 HTS 8, AddAB inh -0.1, CAL PDZ FP-1 -6, CAL PDZ FP-2 -1.4, phage Ecoli inh 3.5, Tat transport -15, Wnt bcat act 1, SR-BI HDL uptake 24, E coli growth 0.4 and SR-BI DiI-HDL act -24.
For COc1ccc(C)cc1-n1c(SCC(=O)Nc2cc(C)on2)nc2sc(C)c(C)c2c1=O the results were MITF TRPM1 HTS -20, AddAB inh -0.2, CAL PDZ FP-1 81*, phage Ecoli inh 1.1, Tat transport 8, Wnt bcat act -5, SR-BI HDL uptake -8, E coli growth 1.1 and SR-BI DiI-HDL act 8.
`CCC(c1nnnn1Cc1ccccc1)N(Cc1cc2cc(OC)ccc2[nH]c1=O)CC1CCCO1` (stereo not drawn) gave MITF TRPM1 HTS 8, AddAB inh 4.7, CAL PDZ FP-1 -3, CAL PDZ FP-2 -0.6, phage Ecoli inh 0.2, Tat transport 0, SR-BI HDL uptake -1, E coli growth -1.6 and SR-BI DiI-HDL act 1.

Next results follow.
`CCCCn1c(N)c(N(CCOC)C(=O)COC(=O)COc2cc(C)ccc2Cl)c(=O)[nH]c1=O` gave MITF TRPM1 HTS -8, AddAB inh 3.0, CAL PDZ FP-1 -3, CAL PDZ FP-2 -2.6, phage Ecoli inh 4.1, Tat transport -3, Wnt bcat act 1, SR-BI HDL uptake -20, E coli growth -0.2 and SR-BI DiI-HDL act 20.
COc1ccc(NC(=O)c2ccccc2-c2ccccc2C(=O)O)cc1 was read as MITF TRPM1 HTS 6, AddAB inh 0.8, CAL PDZ FP-1 -5, CAL PDZ FP-2 0.8, phage Ecoli inh 2.3, Tat transport 0, Wnt bcat act 1, SR-BI HDL uptake -12, E coli growth -4.8 and SR-BI DiI-HDL act 12.
Screening COc1cc(C)nc(NC(=S)N(C)C(=O)c2ccccc2)n1 returned AddAB inh 1.0, phage Ecoli inh 1.0, Wnt bcat act 46* and E coli growth 1.9.
O=C(Cn1[nH]c(=O)c2ccccc2c1=O)N1CC=C(c2ccccc2)CC1 was read as MITF TRPM1 HTS 0, AddAB inh 2.5, phage Ecoli inh 2.5, Tat transport 9, Wnt bcat act -11, SR-BI HDL uptake 0, E coli growth -0.7 and SR-BI DiI-HDL act 0.
Screening COc1ccc(NC(=O)c2cc(-c3ccccc3OC)on2)cc1 returned MITF TRPM1 HTS 9, AddAB inh 2.5, CAL PDZ FP-1 -4, phage Ecoli inh 3.5, Tat transport -3, SR-BI HDL uptake 11, E coli growth 1.6 and SR-BI DiI-HDL act -11.
Screening Cc1c(NC(=O)c2cc(=O)[nH]c(=O)[nH]2)c(=O)n(-c2ccccc2)n1C returned AddAB inh 0.1, CAL PDZ FP-1 -1, CAL PDZ FP-2 -1.9, phage Ecoli inh 2.6, Tat transport -3, Wnt bcat act 3, SR-BI HDL uptake -19, E coli growth -0.6 and SR-BI DiI-HDL act 19.
`CC(Sc1nc(-c2ccccc2)cs1)C(=O)Nc1ccc(Cl)cn1` (stereo not drawn) gave MITF TRPM1 HTS 4, AddAB inh 4.6, CAL PDZ FP-1 -5, CAL PDZ FP-2 -0.6, phage Ecoli inh 2.1, Tat transport 2, Wnt bcat act 1, SR-BI HDL uptake 3, E coli growth 1.5 and SR-BI DiI-HDL act -3.
CC1CCCC/C1=N\NC(=S)Nc1ccccc1 (stereo not drawn) was read as MITF TRPM1 HTS -15, AddAB inh -0.6, CAL PDZ FP-2 -0.2, phage Ecoli inh 2.0, Tat transport -2, Wnt bcat act -2, SR-BI HDL uptake -11, E coli growth -0.8 and SR-BI DiI-HDL act 11.
`Cc1cccc(Sc2ccc([N+](=O)[O-])cn2)c1` gave MITF TRPM1 HTS 10, AddAB inh 2.1, CAL PDZ FP-1 1, CAL PDZ FP-2 -2.9, phage Ecoli inh 0.2, Tat transport -3, Wnt bcat act -3, SR-BI HDL uptake -32, E coli growth -0.3 and SR-BI DiI-HDL act 32.
O=C(NNc1nc2ccc(F)cc2s1)c1cccc(F)c1 was read as MITF TRPM1 HTS -2, AddAB inh -2.5, CAL PDZ FP-1 4, CAL PDZ FP-2 -1.5, phage Ecoli inh 1.8, Tat transport 0, Wnt bcat act 3, SR-BI HDL uptake 64, E coli growth -6.5 and SR-BI DiI-HDL act -64.
